# Assay outcomes (PubChem)
# Cneo AK release: Cryptococcus neoformans lysis via adenylate kinase release | C. neoformans lysis, adenylate kinase release luminescence, 4 h; normalised: neutral wells 0, clomiphene wells 100 | lysis activity, % at 15 µM | 0.2% of 360,000 active;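 active means mean lysis activity across replicates of at least 80%, whatever share of replicates individually reach that level; inactive means mean lysis activity below 80%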
#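 Schedule: static 4 h at 37 °C with compound, 1 h detection; system: C. neoformans cells; benchmarks: Clomiphene as positive control; buffer or medium: fresh YPD medium; measure: luminescence rise reflecting yeast cell lysis; measured by: luminescent adenylate kinase detection reagent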
# SIRT5 block: inhibitors of human sirtuin-5 desuccinylase; Q9NXA8; Purified SirT5, succinyl-peptide AMC, trypsin-coupled fluorescence; inhibition, % at 15 µM; 1.1% of 330,000 active; AID 652115; in the data active means inhibition above about 15%
# Target sequence (Q9NXA8 whole entry, looked up): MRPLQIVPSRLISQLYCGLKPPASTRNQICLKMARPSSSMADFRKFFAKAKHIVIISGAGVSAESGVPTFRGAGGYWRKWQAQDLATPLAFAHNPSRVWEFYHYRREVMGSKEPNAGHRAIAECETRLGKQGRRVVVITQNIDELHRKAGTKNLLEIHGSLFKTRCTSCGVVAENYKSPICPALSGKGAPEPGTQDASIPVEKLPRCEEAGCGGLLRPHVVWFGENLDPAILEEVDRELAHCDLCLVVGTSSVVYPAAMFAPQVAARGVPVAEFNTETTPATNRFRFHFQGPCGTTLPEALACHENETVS
# LGR2 inh: blocks bursicon-induced cAMP signaling via Drosophila LGR2 | HEK293 LGR2, CRE-luciferase, bursicon-stimulated, 4 h | inhibition, % at 9.99 µM | 0.35% of 380,000 active;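 active means drop in luminescence signal, shown as inhibition above about 50% in the replicate tests, limit read from the data, passing the limit was not always enough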;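 further: agonist challenge used bursicon conditioned medium at about half maximal strength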
# ERAP1 inh: blocks human ERAP1 aminopeptidase activity; Q9NZ08; inhibition, % at 10.7 µM; 0.15% of 340,000 active; AID 652197; recombinant ERAP1, Leu-AMC fluorescence, 60 min;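 active means mean replicate inhibition of at least 30%, or all replicates individually reaching that 30% level; inactive means mean below 30% and not every replicate reaching it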;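 further: 0% = neutral control wells and 100% = L-leucinethiol positive control wells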
# S100A4 MyoIIA: S100A4-myosin IIA interaction inhibition; P26447; S100A4/TAMRA-MyoIIA peptide fluorescence polarization; inhibition, % at 10.7 µM; 0.14% of 360,000 active; AID 652163;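 active means mean inhibition of at least 70% across replicates, with every replicate also reaching that level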
# Target sequence (P26447 whole entry, looked up): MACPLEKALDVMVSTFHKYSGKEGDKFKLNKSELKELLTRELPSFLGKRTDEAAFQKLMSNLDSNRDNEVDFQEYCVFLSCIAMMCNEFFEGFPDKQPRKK
#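 Material: S100A4 monomer (human). Medium: Calcium-containing HEPES buffer, pH 7.2. Probe or stimulus: labelled myosin peptide probe, 5 nM. Compound dosing: one concentration per compound. Timing: polarization read 5 min after assay mix addition, stable 5–60 min. Benchmarks: DMSO as neutral control, TFP as positive control.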
# Statin myotox sup: suppressors of simvastatin-induced myotoxicity in C2C12 myotubes | ATP luminescence, 48 h; scaled: DMSO 0, geranylgeraniol control 100 | rescue of ATP level, % at 7.49 µM | 0.78% of 330,000 active | AID 602340;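 active means mean ATP rescue above about 67%, or every replicate alone reaching that limit, limit read from the data, passing the limit was not always enough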;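 further: myotubes were challenged with 10 µM simvastatin during compound exposure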
# PGC1a acetyl inh: modulators of PGC1a acetylation; U2OS PGC1a acetylation, AlphaScreen anti-acetyl-lysine; with virally co-expressed GCN5 acetyltransferase; inhibition, % at 15.6 µM; 0.17% of 350,000 active;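 active means every replicate shows inhibition of at least 40%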;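 further: 0% = neutral control wells and 100% = positive control wells; some results beyond the cut were filed as inactive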
# XiGFP reactiv: reactivates the inactive X chromosome in mouse fibroblasts. XiGFP mouse fibroblasts, % GFP-positive cells imaging, 3 d; cells co-treated with 5-aza-dC sensitizer; scaled so ellipticine positive control = 100%. activation, % at 7.58 µM. 0.055% of 360,000 active. AID 743238;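 active means mean normalized replicate activation at least 10% and every replicate at or above 10%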;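 further: 0% = median of on-plate neutral control wells and 100% = ellipticine 6 µM median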
#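 Assay system: SV40-immortalized XiGFP fibroblast cells, line 68-5-11; buffer or medium: DMEM plus 5-aza-dC sensitizer; compound: one concentration, pinned; timing: compounds 3 days, fix/stain 15 min at room temperature; benchmarks: positive control ellipticine, 6 µM final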
# * hit, by the source's call; · = no result given; & = joins results of further samples.
SMILES	Cneo AK release	SIRT5 block	LGR2 inh	ERAP1 inh	S100A4 MyoIIA	Statin myotox sup	PGC1a acetyl inh	XiGFP reactiv
Nc1ccc(C(=O)OCc2nc3c(ccc4ccccc43)[nH]2)cc1	-3	1	-81	0	-1	·	-17	·
O=S1(=O)CCN2C=C(Cl)C=C(Cl)C2=N1	1	3	-1	-3	0	1	-10	0.1
Cc1ccc2nc(C)cc(N/N=C/c3cccnc3)c2c1	·	0	6	1	-3	·	5	0.0
S=c1nc(-c2ccccc2)n(-c2ccccc2)[nH]1	-1	2	-14	0	-9	-5	2	0.0
CCOC(=O)c1c(N)sc(-c2ccccc2)c1C	-9	·	-16	·	·	11	0	·
Oc1ccccc1C(=S)N1CCCC1	1	-2	-1	0	0	4	5	-0.1
Cc1ccccc1C(=O)N/N=C/c1ccccn1	-6	-4	57*	1	0	·	2	0.0
O=C(CCc1nc(-c2ccc(Cl)cc2)no1)NC1CCCCC1	0	-1	-2	1	2	-5	-2	-0.1
CCN1[C@H](C(=O)Nc2ccccc2)[C@@H](CO)[C@@H]2Cn3c(ccc(-c4ccc(F)cc4)c3=O)[C@@H]21	·	-2	-9	3	4	·	·	0.0
CCOC(=O)C1CCN(S(=O)(=O)c2c(C)[nH]c(C)c2C(=O)N2CCCC2)CC1	5	-5	5	-3	3	25	2	0.0
COc1ccc(CCNC(=O)CCCc2ccccc2)cc1OC	-2	1	6	-1	-2	10	9	0.0
CCOC(=O)C1CCN(C(=O)c2ccccc2CCc2ccccc2)CC1	-3	5	8	0	3	4	9	0.0
Cc1nnc(NC(=O)c2ccc3c(c2)OCO3)s1	-3	-2	4	-1	5	2	1	0.0
Cc1ccc(-c2ccc3c(c2)O[C@@H](CN(C)Cc2cccc(C(=O)O)c2)[C@@H](C)CN([C@H](C)CO)S3(=O)=O)cc1	1	·	-10	-1	2	-6	15	-0.7
COc1ccc(-n2c(C)c(C)c3c(NCCCO)ncnc32)cc1	4	-2	-25	2	-2	-4	-5	0.0
Cc1noc(C)c1S(=O)(=O)Nc1ccc2c(c1)C(=O)N([C@H](C)CO)C[C@H](C)[C@@H](CN(C)Cc1ccc3c(c1)OCO3)OCCCC[C@@H](C)O2	2	6	-11	3	8	·	-3	0.3
CC1(C(=O)Nc2ccc3c(c2)OCCO3)CCN1C(=O)C/C=C/c1ccccc1 (stereo unspecified)	4	-1	-26	-4	-24	22	-14	0.4
CC1=NN(Cc2cc(C(C)(C)C)c(O)c(C(C)(C)C)c2)C(=O)C1	-1	-2	7	0	12	-9	-23	0.6
O=c1ncccn1C1OC(CO)C(O)C1O (stereo unspecified)	0	·	4	0	-1	4	12	0.2
Cc1ccc(C)c(S(=O)(=O)NCc2ccc(C(=O)N3CCCCC3C)cc2)c1 (stereo unspecified)	-3	·	-8	·	·	114*	2	·
O=C(NCC[C@@H]1CC[C@@H](NS(=O)(=O)c2ccccc2)[C@@H](CO)O1)c1cc(Cl)cc(Cl)c1	-1	2	37&-6	-1&-1	5&2	-16	2	0.0&-0.1
O=C(NCc1ccc(F)cc1)c1cc(C2CCCN(C(=O)c3cccs3)C2)on1 (stereo unspecified)	1	1	6	-2	-14	-1	11	-0.1
COc1cccc(CC2(CO)CCCN(Cc3nc(-c4cccs4)oc3C)C2)c1 (stereo unspecified)	-2	-6	11	2	-7	-6	-4	0.7
O=[N+]([O-])c1cccc(CN2CCN(c3ncccn3)CC2)c1	4	13	5	-1	0	-9	4	0.0
O=C(/C=C/c1ccc(Cl)cc1)N1CCN(Cc2ccccc2)CC1	3	-5	4	1	-2	11	-19	0.2
O=C(C1CCCCC1)N1CC(=O)N2[C@@H](CO)[C@@H](c3ccc(Br)cc3)[C@@H]2C1	·	-2	11	-3	10	·	37	0.1
CCN1CCN(C(=O)CCc2nnc3ccc(N4CCC5(CC4)OCCO5)nn23)CC1	1	-2	13	0	-9	-5	2	0.3
CC(C)(C)c1csc(NC2=NS(=O)(=O)c3ccccc32)n1	·	2	-24	-3	11	-3	·	·
COc1cccc(NC(=O)C(C)OC(=O)CCCNC(=O)c2ccc(Cl)cc2)c1 (stereo unspecified)	1	-5	2	3	1	2	-8	-0.1
O=C(c1ccc(F)cc1)N1CC(=O)N2[C@H](CO)[C@H](c3ccc(/C=C/c4ccccc4)cc3)[C@@H]2C1	·	4	6	-1	-3	·	1	0.2
C=CCn1c(CC(=O)Nc2ccc(C)cc2C)nnc1SCC(=O)N1CCOCC1	0	-2	0	-1	3	7	·	0.1
C/C=C/c1ccc([C@@H]2[C@@H](CO)N(C(C)=O)[C@@H]2CNC(=O)c2ccccc2)cc1	-6	1	16	-2	-11	15	-3	0.2
O=c1[nH]c(SCc2n[nH]c(=S)n2-c2ccccc2)nc2sc3c(c12)CCC3	-8	·	21	·	·	5	-4	·
COc1cc(C(=O)NNC(=O)C2CCC2)cc(OC)c1OC	-1	25*	6	-3	-2	1	·	0.0
O=C(CSc1ccccc1)N1CCN(c2ccc(F)cc2)CC1	·	1	-16	1	-3	·	·	0.0
Cc1nn(Cc2noc(C(=O)NCCCn3ccnc3)n2)c(C)c1Br	1	-1	3	-4	-2	-1	·	0.4
O=C(NC1CCSc2ccccc21)c1cc(S(=O)(=O)N2CCOCC2)ccc1Cl (stereo unspecified)	2	-2	3	4	-12	-3	·	0.0
Cc1c(C(=O)NN)nn(-c2ccc(F)cc2)c(=O)c1C#N	5	2	14	-3	0	15	·	0.1
Cc1nc(CN(C)C(=O)CC2C(=O)NCCN2Cc2ccc(-c3ccccc3)cc2)cs1 (stereo unspecified)	-1	2	0	0	-10	1	4	0.1
O=C(CN1c2cccc3cccc(c23)S1(=O)=O)Nc1ccc(S(=O)(=O)N2CCOCC2)cc1	1	·	-8	·	·	5	8	0.0
CSc1ccc(/C=N\NC(=O)CNc2ccc(C)cc2)cc1	-2	10	5	-2	0	0	·	·
CCOc1cc(N2CCOCC2)c(OCC)cc1NC(=O)CSc1ccccc1C(=O)O	-1	-5	-9	-1	-15	-6	-7	0.1
Cc1ccc(C(=O)NC(c2ccccc2)C(Cl)Cl)cc1 (stereo unspecified)	-3	·	-21	·	·	·	-2	0.0
C[C@H](CO)N1C[C@H](C)[C@H](CN(C)CC2CC2)Oc2ccc(NC(=O)Nc3ccc(F)cc3)cc2CC1=O	4	4	·	2	14	-21	-2	·
Cc1ccc(NC(=O)CN(C)C(=O)c2ccc(NS(=O)(=O)c3ccc4[nH]c(=O)[nH]c4c3)cc2)cc1	-2	0	12	0	1	6	26	0.1
COC(=O)c1ccc(C(=O)NC2CC(C)(C)Cc3c2cnn3-c2ccc(F)cc2)nc1 (stereo unspecified)	1	2	-1	-1	1	-4	·	-0.1
COC(=O)C1CCN(C(=O)COC(=O)c2ccc(OC)c(S(=O)(=O)N3CCCc4ccccc43)c2)CC1	·	2	5	0	-31	·	·	0.0
CC(C)NC(=O)CCN1C(=O)c2ccccc2Sc2ncccc21	-1	-5	-3	-3	3	2	·	0.2
CCOC(=O)CNC(=O)CSc1nc(Cc2ccccc2)nc2ccccc12	1	-2	·	1	-4	-4	7	0.0
CNC[C@H]1Oc2ncc(C#CC3CCCCC3)cc2C(=O)N([C@@H](C)CO)C[C@H]1C	-1	12	10	-1	-34	1	-32	0.2
CCN1C(=O)C(CC(=O)Nc2ccc(OC)cc2)N(CCc2ccccc2F)C1=S (stereo unspecified)	·	-4	·	-1	-12	·	-9	0.0
CO[C@H]1CN(C)C(=O)c2ccc(NC(C)=O)cc2OC[C@H](C)N(C(=O)Cc2ccccn2)C[C@H]1C	-5	0	10	-1	56	-4	20	0.2
CCNS(=O)(=O)c1ccc(CCC(=O)NCCc2ccc(OC)cc2)cc1	1	-1	9	0	4	9	9	0.0
COc1cc(C(=O)NCC(=O)N2CCN(S(=O)(=O)c3ccccc3C(F)(F)F)CC2)cc(OC)c1OC	0	-3	-3	-2	2	-15	-10	0.0
Cc1ccc(Cl)cc1NS(=O)(=O)c1ccccc1	1	-1	-9	2	2	6	-14	0.0
O=C1/C(=C/c2ccco2)SC(=S)N1CC1CCCO1 (stereo unspecified)	0	1	·	2	-16	9	-1	0.0

# Six neighbouring compounds from above, for reference:
SMILES	Cneo AK release	SIRT5 block	LGR2 inh	ERAP1 inh	S100A4 MyoIIA	Statin myotox sup	PGC1a acetyl inh	XiGFP reactiv
CCN1C(=O)C(CC(=O)Nc2ccc(OC)cc2)N(CCc2ccccc2F)C1=S (stereo unspecified)	·	-4	·	-1	-12	·	-9	0.0
CO[C@H]1CN(C)C(=O)c2ccc(NC(C)=O)cc2OC[C@H](C)N(C(=O)Cc2ccccn2)C[C@H]1C	-5	0	10	-1	56	-4	20	0.2
CCNS(=O)(=O)c1ccc(CCC(=O)NCCc2ccc(OC)cc2)cc1	1	-1	9	0	4	9	9	0.0
COc1cc(C(=O)NCC(=O)N2CCN(S(=O)(=O)c3ccccc3C(F)(F)F)CC2)cc(OC)c1OC	0	-3	-3	-2	2	-15	-10	0.0
Cc1ccc(Cl)cc1NS(=O)(=O)c1ccccc1	1	-1	-9	2	2	6	-14	0.0
O=C1/C(=C/c2ccco2)SC(=S)N1CC1CCCO1 (stereo unspecified)	0	1	·	2	-16	9	-1	0.0

# Following part.
SMILES	Cneo AK release	SIRT5 block	LGR2 inh	ERAP1 inh	S100A4 MyoIIA	Statin myotox sup	PGC1a acetyl inh	XiGFP reactiv
C[C@@H]1CN([C@H](C)CO)C(=O)c2cc(NC(=O)Cn3cnnn3)ccc2O[C@@H]1CN(C)CC1CC1	-4	0	-37	4	13	9	-1	0.4
CSc1ccc(CN2CCC2(C)C(=O)Nc2ccc(C)c(O)c2)cc1 (stereo unspecified)	-1	2	-7	-2	7	1	·	0.0
COc1ccc(C2CC(c3ccccc3)=NN2C(=O)CSc2nnnn2-c2cccc(C)c2)cc1 (stereo unspecified)	3	3	9	2	2	11	3	1.2
O=S(=O)(c1ccc(NC(=S)N/N=C/c2c3ccccc3cc3ccccc23)cc1)N1CCOCC1	·	-2	20	5	17	·	·	0.0
COCC(=O)Nc1ccc(S(=O)(=O)N2CCCC2)cc1	0	-3	-4	2	1	13	4	0.0
COC(=O)c1sccc1NC(=O)c1ccc2c(c1)OCO2	-1	-7	-8	2	-3	-3	·	·
CN(C(=O)COC(=O)c1ccc(Cl)c(S(=O)(=O)N2CCCCC2)c1)C1(C#N)CCCCC1	0	0	0	-1	-3	-4	6	0.1
Cc1cc(NC(=O)CSc2ncnc3sccc23)no1	4	2	-24	2	-31	-2	-1	0.0
CC(=O)N/C(N)=N/c1nc2cc([N+](=O)[O-])ccc2o1	·	8	-31	·	-4	·	7	-0.1
CN1c2ccc(C3=CCCCC3)cc2[C@H]2[C@H](CCN2C(=O)C2CCCCC2)[C@H]1CO	·	6	-3	3	-2	·	15	0.3
C#CCOCCOCCOCCNc1nc(N2CCOCC2)nc(N2CCN(C(=O)[C@H](CC(N)=O)n3cc([C@@H](N)C(C)C)nn3)CC2)n1	1	·	-25	-7	-3	-1	·	0.0

# An excerpt; rates above refer to the full screens.
